LmPK inh – inhibitors of Leishmania mexicana pyruvate kinase; Q27686; purified LmPK, Kinase-Glo ATP luminescence, 1 h; Potency, µM (highest dose often 57.5 µM), without a hit: at the top dose activity change, negative = inhibition, hits mostly inhibitors; hit rate 0.37% among 290,000; AID 1721; note: potency is the fitted concentration of half-maximal effect
Target sequence (Q27686 whole entry, looked up): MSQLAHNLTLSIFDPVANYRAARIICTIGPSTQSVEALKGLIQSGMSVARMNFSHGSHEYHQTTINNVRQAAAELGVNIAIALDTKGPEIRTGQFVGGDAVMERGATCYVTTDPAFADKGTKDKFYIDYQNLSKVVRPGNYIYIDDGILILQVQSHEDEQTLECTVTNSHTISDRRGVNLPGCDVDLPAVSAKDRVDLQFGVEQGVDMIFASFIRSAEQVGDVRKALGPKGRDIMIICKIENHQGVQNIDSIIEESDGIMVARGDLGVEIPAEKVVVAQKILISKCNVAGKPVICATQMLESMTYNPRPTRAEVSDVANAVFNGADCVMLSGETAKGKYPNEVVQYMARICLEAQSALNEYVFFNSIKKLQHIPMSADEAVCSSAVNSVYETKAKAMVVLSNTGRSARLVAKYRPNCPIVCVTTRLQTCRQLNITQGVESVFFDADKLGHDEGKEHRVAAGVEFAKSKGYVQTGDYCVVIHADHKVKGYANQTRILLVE
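Purified LmPK (0.1 nM) converted ADP (0.1 mM) to ATP with PEP (0.5 mM) in imidazole buffer pH 7.2 with KCl and MgCl2, 1 h at room temperature. ATP was read by Kinase-Glo luminescence; data normalized to uninhibited and no-enzyme controls.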
HCMV inh – blocks human cytomegalovirus replication. HFF cells, HCMV-luciferase reporter, 72 h; stronger effect = lower value. activity change, negative = inhibition, % at 57.5 µM. hit rate 4.5% among 410,000. AID 1259415; in the data active = activity change below about -60%; inconclusive = no clear call, values can overlap the other calls; inactive = above about -39%
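After 16 h attachment at 37C, HFF cells received test compound and HCMV-luciferase (1 PFU/cell); reporter luminescence read 72 h later, data normalized against buffer-only and known inhibitor Salinomycin.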
TbPYK inhibitor – blocks Trypanosoma brucei pyruvate kinase. hit rate 0.12% among 410,000. Potency, µM (series often up to 76.8 µM), for the others: top-dose activity, negative = inhibition, actives largely listed as inhibitors. Q57TT1. TbPYK enzyme, Kinase-Glo Plus ATP luminescence, 45 min. AID 624173; note: potency is the fitted concentration of half-maximal effect; nearly all actives have a fitted effect of over 50% in size
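Quantitative HTS: titrated library compounds versus trypanosomal pyruvate kinase in TEA buffer (pH 7.2) containing KCl, MgCl2, BSA and Tween-20. Reactions were initiated with ADP, 130 uM final. Kinase-Glo Plus luminescence was read after 45 min at RT.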
AmpC detergent – blocks E. coli AmpC beta-lactamase in detergent assay | hit rate 0.041% among 370,000 | AmpC hydrolysis of nitrocefin, absorbance 480 nm, 0.01% Triton | P00811 | AID 485294 | Potency, µM (highest dose often 114 µM), for inactives: at the highest dose activity change, negative = inhibition, actives largely listed as inhibitors;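 note: potency is the fitted concentration of half-maximal effect; 0% = no-compound wells and -100% = no-enzyme wells; nearly all actives have a fitted effect of over 25% in size; some results filed as inactive show a strong effect at the top dose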
Target sequence (P00811 whole entry, looked up): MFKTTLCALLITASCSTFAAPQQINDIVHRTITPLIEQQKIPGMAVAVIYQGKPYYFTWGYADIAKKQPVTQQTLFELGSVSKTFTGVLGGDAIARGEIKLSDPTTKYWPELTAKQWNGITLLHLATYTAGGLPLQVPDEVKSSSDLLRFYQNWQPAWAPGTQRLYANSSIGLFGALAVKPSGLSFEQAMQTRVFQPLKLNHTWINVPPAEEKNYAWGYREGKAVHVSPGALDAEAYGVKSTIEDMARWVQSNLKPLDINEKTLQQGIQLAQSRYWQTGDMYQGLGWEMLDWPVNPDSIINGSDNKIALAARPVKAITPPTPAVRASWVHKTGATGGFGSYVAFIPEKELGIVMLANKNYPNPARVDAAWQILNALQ
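AmpC (5.3 nM in the dispensed reagent) in 20 mM phosphate pH 7.0 with 0.01% (detergent screen) or 0.0001% Triton X-100 was preincubated with compounds for 15 min at room temperature. Nitrocefin was then added from an 800 uM solution, and hydrolysis was followed at 480 nm.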
AmpC inh no detg – AmpC beta-lactamase inhibition without detergent | P00811 | AID 485341 | hit rate 0.52% among 330,000 | AmpC nitrocefin hydrolysis, absorbance 480 nm, 0.0001% Triton | Potency, µM (series often up to 57.1 µM), inactives show at the highest dose activity change, negative = inhibition, hits mostly inhibitors;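 note: potency is the fitted concentration of half-maximal effect; plate controls were no compound for no effect and no enzyme for full effect; nearly all actives have a fitted effect of over 20% in size; some results filed as inactive show a strong effect at the top dose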
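20 mM phosphate pH 7.0 + 0.01% (detergent screen) or 0.0001% Triton X-100; 5.3 nM AmpC reagent; cpd preinc 15 min RT; nitrocefin (800 uM stock) to start; A480 q20 s × 4 min; Activity was normalised to no-enzyme and no-compound control wells.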
AMA1 RON2 block – disrupts binding of P. falciparum AMA1 to RON2. hit rate 0.2% among 360,000. Potency, µM (highest dose often 58.2 µM), without a hit: top-dose activity change, negative = inhibition, usual class: inhibitors. AlphaScreen AMA1-biotinylated RON2 peptide binding;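 note: potency is the fitted concentration of half-maximal effect; 0% = vehicle wells and -100% = peptide control; nearly all actives have a fitted effect of over 45% in size; some results filed as inactive show a strong effect at the top dose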
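AMA1 (3D7) with his tag at 25 nM final met compounds first, then biotinylated RON2 peptide at 25 nM; detection used donor plus acceptor beads, 10 µg/mL apiece, read by AlphaScreen after 30 min at room temperature.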
HCV inhibitor – blocks hepatitis C virus; Huh7.5.1 HCVcc-Cre infection, luciferase reporter, 44 h; Potency, µM (top dose mostly 41.8 µM), without a hit: at the top dose activity change, negative = inhibition, usual class: inhibitors; AID 651820; hit rate 3.4% among 340,000; note: potency is the fitted concentration of half-maximal effect
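Cells (1,000/well) were plated 4 h before compound, then infected with HCVcc-Cre virus (~0.5 moi). After 44 h further culture, infection was read as luciferase luminescence following a 15 min substrate incubation at room temperature.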
Starred values were filed as active, the others as inactive; ? = inconclusive; nt = not tested or not shown; [ ] = remark or other dose. Unless noted, calls come from the whole dose curve; as a rule, active = well fitted curve in the direction sought with a large enough effect; inconclusive = small, poorly fitted or top-dose-only effect, or another doubt; inactive = no such curve, though single readings can be large; an effect the other way counts as inactive or inconclusive. Unless noted, % is set by controls: 0 for no effect and ±100 for the full control effect.

item	SMILES	AmpC detergent	HCMV inh	AMA1 RON2 block	LmPK inh	TbPYK inhibitor	AmpC inh no detg	HCV inhibitor
1	COc1ccc([N+](=O)[O-])cc1-c1nc2ccccc2nc1-c1ccccc1	-16%	-10	0%	1%	-1%	-3%	-2%
2	COc1ccc(NC(=O)CN2CCCCCC2)cc1OC	-4%	-22	11%	1%	0%	-5%	-3%
3	Clc1ccc(-n2nnnc2CN2CCCCC2)cc1Cl	4%	-26	-8%	5%	3%	-5%	-14%
4	O=C(CSc1nc(O)cc(=O)[nH]1)Nc1ccc2c(c1)CCC2	1%	-15	-12%	11%	-3%	-42%	-1%
5	COC(=O)CCc1nc2ccccc2[nH]c1=O	0%	30	-11%	-2%	-2%	-26%	4%
6	Cc1ccc(S(=O)(=O)CC(=O)Nc2nccs2)cc1	-14%	-36	100%[activator]	nt	-1%	-18%	-9%
7	Cc1ccc(-n2c(Cl)c(Cl)[nH]c(=O)c2=O)cc1	3%	-22	-1%	-2%	-1%	-4%	12%
8	CC#CCN1c2ccccc2[C@]23C[C@@H](C(=O)OC)N(C(=O)c4cc(C)oc4C)C2=NC(C(=O)OC)=C(C(=O)OC)[C@H]13	-3%	33	-29%	-2%[11.5 µM]	1%	163%[activator]	4%
9	CCOC(=O)N1CCN(C(=O)c2cc3c(=O)n4ccccc4nc3s2)CC1	-7%	25	-6%	-4%	-1%	-20%	7%
10	O=C(COC(=O)c1ccc(Cl)c(S(=O)(=O)N2CCCCC2)c1)NCC1CCCCC1	2%	-18	2%	nt	-4%	-30%	4%
11	CCCn1cc(CN2CCCC(C(=O)c3cccc(OC)c3)C2)c(C)n1 (stereo not drawn)	-1%	-12	-27%	1%	1%	-1%	?
12	CCOC(=O)c1ccc(N2C(=O)c3n[nH]c(C)c3C2c2ccc(OCC)cc2)cc1 (stereo not drawn)	4%	-76*	nt	nt	0%	nt	nt
13	C[C@H](NC(=O)c1cc2cc(Cl)ccc2n1C)C(=O)N1CCC[C@H]1C(=O)O	?	11	12%	-1%	-6%	-20%	-10%
14	O=S(=O)(NCC(c1ccco1)N1CCN(c2ccccc2)CC1)c1ccc(F)cc1 (stereo not drawn)	-12%	10	-29%	2%	4%	-16%	12%
15	Cc1ccc(C(=S)N2CCCCCC2)cc1	1%	-18	-4%	1%	-17%	-14%	14%
16	Cc1cc(C)n2ncc(C(=O)O)c2n1	4%	-23	-5%	-2%	-4%	-12%	10%
17	CN(CC(=O)NCCc1ccccc1)S(=O)(=O)c1ccccc1	-8%	-32	12%	2%	3%	-23%	15%
18	O=[N+]([O-])c1ccc2nc(-c3ccccc3)oc2c1	-3%	38	11%	13%	1%	-14%	0%
19	CN(CC(=O)Nc1ccc2c(c1)OCCO2)S(=O)(=O)c1ccc(Br)s1	2%	20	-3%	-3%	-15%	-20%	0%
20	CSc1ccccc1NC(=O)c1cccc(S(=O)(=O)N2CCN(C)CC2)c1	-1%	51	-15%	-8%	-7%	-21%	21%
21	COc1ccccc1C(=O)NNC(=O)C1CC=CCC1 (stereo not drawn)	-10%	78	12%	-1%	-5%	-13%	19%
22	CC(C)(C)c1nnc2sc(SCC(=O)c3ccc(Cl)cc3)nn2c1=O	-3%	nt	-1%	2%	-4%	-40%	16%
23	N#Cc1c(NCCN)nc(NCc2ccccc2)c2c1CCN(Cc1ccccc1)C2	?	nt	-8%	-2%	-3%	55%	?
24	CC(=O)c1ccccc1OCC(O)Cn1ccnc1 (stereo not drawn)	?	-25	-3%	-1%	-6%	-6%	11%
25	CCN(CC)S(=O)(=O)c1ccc(OC)c(NC(=O)CCS(=O)(=O)Cc2ccccc2)c1	2%	-69*	3%	-5%	-11%	-20%	-2%
26	CC(C)c1ccc(OC(=O)c2cc(-c3ccc4c(c3)OCCO4)on2)cc1	6%	20	nt	nt	4%	nt	nt
27	Cc1onc(C(=O)NN)c1-c1csc(COc2ccccc2)n1	3%	67	53%[activator]	0%	-1%	-35%	3%
28	Cc1cc(NC(=O)CSc2nnc(-c3ccccc3)c(-c3ccccc3)n2)no1	0%	-62*	4%	3%	0%	-45%	?
29	O=c1[nH]cnc2sc3c(c12)CCCC3	-2%	?	-1%	-7%	3%	-16%	-28%
30	Cn1c(SCC(=O)N2CCCCCC2)nc2c(c1=O)SCC2	-7%	-38	-8%	-3%	3%	-3%	-5%

Retrieved by compound from the list above, 2 records:
item	SMILES	AmpC detergent	HCMV inh	AMA1 RON2 block	LmPK inh	TbPYK inhibitor	AmpC inh no detg	HCV inhibitor
23	N#Cc1c(NCCN)nc(NCc2ccccc2)c2c1CCN(Cc1ccccc1)C2	?	nt	-8%	-2%	-3%	55%	?
16	Cc1cc(C)n2ncc(C(=O)O)c2n1	4%	-23	-5%	-2%	-4%	-12%	10%

Remaining list, next part:
item	SMILES	AmpC detergent	HCMV inh	AMA1 RON2 block	LmPK inh	TbPYK inhibitor	AmpC inh no detg	HCV inhibitor
31	O=C(C1=C(O)C(=O)N(Cc2ccco2)C1c1cccnc1)c1cc2ccccc2o1 (stereo not drawn)	-2%	0	-3%	5%	-17%	-17%	-7%
32	COc1ccc(NC(=O)Nc2ccc(OCc3ccccc3)cc2)cn1	-6%	-27	18%	8%	5%	-46%	?
33	COc1ccc(CC(O)CC2c3c(cc4c(c3OC)OCO4)CCN2C)cc1 (stereo not drawn)	-14%	-2	0%	-4%	4%	22%	-6%
34	COc1ccc(N(Cc2ccccc2)N=O)cc1	-5%	37	-1%	5%	-1%	-32%	7%
35	O=C(O)c1ccc2oc(=O)c(S(=O)(=O)c3ccccc3)cc2c1	-1%	-13	5%	0%	-6%	-8%	2%
36	Cc1ccc(S(=O)(=O)N2C[C@H]3[C@H]4C(=O)N(c5ccccc5)C(=O)[C@H]4C[C@H](OC(=O)Nc4c(C)noc4C)[C@@]3(O)C2)cc1	nt	-8	11%	nt	-9%	nt	nt
37	O=S(=O)(c1cnccc1N1CCN(CCO)CC1)N1CCCCC1	-1%	-32	4%	0%	3%	19%	20%
38	CN(NC1OC(=O)c2ccccc21)c1ncc(Cl)cc1C(F)(F)F (stereo not drawn)	5%	25	3%	-5%	-2%	-28%	14%
39	CC#CCCC(=O)N1C=Cc2ccccc2C1C#N (stereo not drawn)	4%	-1	-3%	-2%	-24%	-26%	-6%
40	COc1ccc(C(=O)C2CCN(C(=O)Nc3ccc(C)cc3)CC2)cc1	-2%	-12	12%	9%	-5%	-16%	?
41	O=C(c1ccccc1)c1ccc2nc(-c3ccco3)c(-c3ccco3)nc2c1	4%	67	?	-4%	?	25µM*	?
42	Cc1nn(S(=O)(=O)N2CCCCC2)c(C)c1Br	?	-5	17%	2%	3%	-7%	6%
43	CCOc1ccccc1NC(=O)CN1Cc2ccccc2C1=O	2%	-8	nt	nt	-1%	nt	nt
44	CN(CC(=O)Nc1ccccc1Cl)S(=O)(=O)c1ccc(C(=O)N2CCOCC2)s1	23%	-12	nt	nt	1%	nt	nt
45	COc1ccc(CN2C(=O)CN=C2Nc2cccc(C)c2C)cc1	?	49	9%	3%	3%	12%	-7%
46	CC(=O)c1ccc(NS(=O)(=O)c2ccc([N+](=O)[O-])cc2)cc1	nt	8	-7%	nt	2%	nt	6%
47	S=c1[nH]c2cnc(Cl)nc2[nH]1	nt	-68*	91%[activator]	nt	-22%	nt	17%
48	CC(C)CNC(=O)C1CCN(Cc2ccc(OCc3ccccc3)cc2)CC1	0%	-5	-15%	-11%	6%	37%	?
49	COc1cc(/C=C/C(=O)c2cccc([N+](=O)[O-])c2)cc(OC)c1OC	-4%	-24	-7%[2.32 µM]	-2%	2%	51%	11µM*
50	O=[N+]([O-])c1ccc(O)c(Nc2c([N+](=O)[O-])ccc3nonc23)c1	12%	-18	?	-19%	-18%	-22%	10%
51	Cc1cc(NC(=O)COn2nnc3ccc(S(C)(=O)=O)cc32)ccc1Br	0%	?	0%	3%	-1%	-20%	10µM*
52	COc1ccccc1C(=O)NNC(=O)c1ccc(C)cc1	2%	68	12%	-2%	2%	-9%	16%
53	O=C(CCCc1nc(-c2ccco2)no1)Nc1ccccc1[N+](=O)[O-]	16%	8	nt	nt	6%	nt	nt
54	Cc1ccccc1Nc1nc(Cl)nc(NC(C)(C)C)n1	nt	-17	11%	nt	5%	nt	nt
55	Cc1ccc([C@H]2N[C@]3(CCCN(Cc4cccn4C)C3=O)[C@H]3C(=O)N(C)C(=O)[C@@H]23)cc1	nt	5	-2%	nt	-17%	nt	nt
56	CC(C)c1nc(SCC(=O)Nc2nc3c(s2)CCCC3)c2ccccc2n1	-3%	?	-20%	2%	-5%	-16%	?
57	CCn1c(=O)n(CC)c2cc(N3CCCC3)c(NC(=O)c3cccc(Cl)c3)cc21	-5%	-21	-4%	11%	4%	136%[activator]	6.3µM*
58	COc1ccc(S(=O)(=O)N2CCC(C(=O)NCCCc3ccccc3)CC2)cc1	-1%	?	-5%	1%	2%	27%	?
59	C[C@H]1CN=C(N(C)C)N1CCc1ccc(F)cc1	?	10	17%	nt	-4%	-18%	-8%
60	CCC(=NCc1ccco1)c1c(O)n(-c2ccc(OC)cc2)c(=O)[nH]c1=O	5%	15	-1%	-3%	11%	-14%	3%
61	Cc1ccc(-c2nc(Nc3cccc(O)c3)c3ccccc3n2)cc1	-11%	?	-12%	1%	6%	?	28µM*
62	CN(C(=O)CSc1nnc(CN2CCCC2)n1Cc1ccccc1)c1ccccc1	-13%	12	-10%	nt	1%	36%	2%
63	O=C(CSc1nnc(-c2ccc(F)cc2)o1)N1CCCC1	-5%	7	9%	-10%	-1%	-3%	-12%
64	O=C(COC(=O)COc1ccccc1F)Nc1ccc(Cl)cn1	3%	9	-3%	3%	0%	-8%	15%
65	Cn1c(=O)[nH]c(=O)c2c1nc(CN1CCN(c3ccccc3F)CC1)n2Cc1ccc(F)cc1	1%	-38	nt	nt	3%	nt	nt
